From PubChem BioAssay
MrgX1 ag: activates human MrgX1 receptor signaling. Q96LB2. MrgX1-HEK293 cells, Fluo-4 calcium fluorescence, agonist mode; hits give high values. B-score at 10 µM. 310,000 compounds, 0.44% hits;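 active = calcium response B-score plate-corrected fluorescence ratio at least 3 library SD, with starting fluorescence B-score inside 5 SD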
Target sequence (Q96LB2 whole entry, looked up): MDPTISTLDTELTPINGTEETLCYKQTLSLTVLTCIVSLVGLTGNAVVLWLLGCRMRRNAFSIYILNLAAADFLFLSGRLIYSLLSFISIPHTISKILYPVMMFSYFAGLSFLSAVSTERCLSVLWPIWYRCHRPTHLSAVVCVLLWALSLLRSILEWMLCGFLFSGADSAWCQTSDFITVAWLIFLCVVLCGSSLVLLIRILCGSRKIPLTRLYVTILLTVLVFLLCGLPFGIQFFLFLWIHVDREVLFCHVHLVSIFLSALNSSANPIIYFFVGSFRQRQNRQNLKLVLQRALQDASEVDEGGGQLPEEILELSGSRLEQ
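times = overnight plating, then 30 min 37 °C plus 30 min room-temperature dye loading | assay system = stable human MrgX1 HEK293 cell line | input = fifteen thousand cells per well | signal = kinetic calcium dye fluorescence, Fluo-4 NW | dosing = compound delivered in addition one of three | read-out = B-scored fluorescence response ratio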
MrgX1 PAM: human MrgX1 positive allosteric modulation, primary screen; MrgX1-HEK293, Fluo-4 calcium flux, FDSS; hits give high values; AID 588675; 310,000 compounds, 0.63% hits; Q96LB2; B-score at 10 µM;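 active = plate-corrected calcium response at least 3 library SD above typical, normal starting fluorescence, not activating the receptor alone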;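 note: compound read alongside a low EC10 to EC30 dose of BAM8-22 agonist; peak minus trough fluorescence over baseline measured at the second addition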
TRPC6 act: activators of mouse TRPC6 channel; HEK293-TRPC6 membrane potential dye fluorescence; hits give high values; B-score at 10 µM; 310,000 compounds, 0.13% hits;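 active = B-score of the integrated fluorescence ratio above library mean plus 3 SD, and starting fluorescence ratio within library mean plus 5 SD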;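 note: higher score means more depolarization so channel activation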
MrgX1 antag: antagonists of human MrgX1 receptor. B-score at 10 µM. MRGX1-HEK293 calcium flux, Fluo-4, BAM8-22 antagonism; hits give low values. AID 588676. 310,000 compounds, 1.3% hits;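 active = calcium-response B-score plate-corrected more than 3 library SD below zero, starting fluorescence within 5 deviations, no agonist response on first addition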;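 note: peak minus trough fluorescence over baseline after final BAM8-22 challenge near maximal dose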
TRPC4 act: opens the mouse TRPC4 cation channel. HEK293 TRPC4beta/mu-opioid, Fluo4 calcium fluorescence; hits give high values. B-score at 10 µM. 310,000 compounds, 0.49% hits. AID 2237;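 active = B-score above 5 SD of library B-scores, and initial fluorescence ratio not above library mean plus 5 SD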;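 note: positive B-score marks a calcium rise read as TRPC4 activation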
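System – HEK293 cells stably co-expressing mouse TRPC4beta and mu-opioid receptor · Signal – Fluo4 calcium-sensitive dye fluorescence, kinetic, 1 Hz baseline · Benchmarks – buffer (low) and maximal DAMGO (high) · Read-out – B score of integrated fluorescence ratio per well · Incubation – dye loading 45 min room temperature, 110 s kinetic read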
TRPC4 inh: TRPC4 (mouse) channel inhibition. Q9QUQ5. HEK293 TRPC4beta/mu-opioid, DAMGO-evoked Fluo4 calcium flux; hits give low values. B-score at 10 µM. 300,000 compounds, 0.39% hits;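 active = B-score over 3 SD under the library average, no early fluorescence shift, positive overall ratio signal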
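System: stable TRPC4beta/mu-opioid receptor HEK293 cells; Dosing: single-point compound dosing; Measured by: Fluo4 Ca2+ flux fluorescence; Read-out basis: per-well B score of integrated baseline-normalized Fluo4 ratio.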
ANO1 activ: activators or potentiators of mouse TMEM16A chloride channel. 340,000 compounds, 0.3% hits. AID 623877. Q8BHY3. HEK293 TMEM16A/YFP-H148Q/I152L, iodide quench fluorescence; hits give low values. B-score at 10 µM;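 active = fluorescence-ratio B-score plate-corrected deviation score at least 3 library SD below zero, with starting fluorescence score within 5 deviations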;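 note: channel opened by trigger with iodide after compound preincubation; score built on the fluorescence ratio of max minus min over baseline; more negative score means more quench and so TMEM16A activation or potentiation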
RGS4 block: human RGS4 inhibition | B-score at 10 µM | AID 463165 | HEK293 M3R/RGS4 inducible, Fluo-4 calcium flux; hits give high values; triggered by carbachol at its EC20 | 310,000 compounds, 0.45% hits;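 active = B-score, a plate-corrected calcium signal, over three deviations above library mean, with baseline fluorescence within five deviations of library mean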;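 note: RGS4 expression induced by doxycycline in cells with stable M3 receptor; B-score is computed from the integrated fluorescence ratio over baseline after carbachol; higher B-score means a larger calcium signal and so more RGS4 inhibition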
Target sequence (P49798 whole entry, looked up): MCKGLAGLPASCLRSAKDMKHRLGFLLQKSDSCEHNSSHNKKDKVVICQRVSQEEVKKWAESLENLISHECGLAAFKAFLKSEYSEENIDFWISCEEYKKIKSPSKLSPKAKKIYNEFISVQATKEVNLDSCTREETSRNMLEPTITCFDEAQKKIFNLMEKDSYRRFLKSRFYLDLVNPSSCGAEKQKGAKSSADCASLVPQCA
TMEM16A inh: mouse TMEM16A channel inhibition, primary screen. HEK293 TMEM16A/YFP iodide influx fluorescence, ionomycin. normalized B-score (activity score, 25-100; higher = stronger inhibition) at 10 µM. 310,000 compounds, 1.2% hits;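 active = ratio plate-corrected score three or more library SD toward inhibition, starting fluorescence score within five deviations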;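 note: score derived from kinetic fluorescence span divided by baseline fluorescence per well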
TRPC4 PAM: allosteric potentiators of mouse TRPC4 channel. 310,000 compounds, 0.42% hits. AID 2227. HEK293 TRPC4beta/mu-opioid, DAMGO EC20, Fluo-4 Ca2+ flux; hits give high values. Q9QUQ5. B-score at 10 µM;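 active = B-score of calcium response area above 5 SD of library B-scores, with initial fluorescence ratio within 5 SD of library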;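 note: B-score of integrated fluorescence ratio over time as area under calcium response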
TRPC6 inh: blocks the mouse TRPC6 cation channel; Q61143; HEK293-TRPC6, membrane potential dye, ACh-evoked depolarization; hits give low values; B-score at 10 µM; 310,000 compounds, 1.1% hits; AID 2553;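 active = B-score under library mean minus 3 SD, initial fluorescence not abnormally high, positive integrated signal ratio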;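 note: B-score derived from integrated fluorescence ratio over the kinetic read; more negative B-score means stronger inhibition of depolarization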
* = called active by the depositor.

CCOC(=O)C(C(C)=O)C(c1ccc(OCCC(C)C)cc1)C(C(C)=O)C(=O)OCC (configuration not stated) was read as MrgX1 ag inactive, MrgX1 PAM inactive, TRPC6 act inactive, MrgX1 antag inactive, TRPC4 act inactive, TRPC4 inh inactive, ANO1 activ inactive, RGS4 block inactive, TMEM16A inh inactive, TRPC4 PAM inactive and TRPC6 inh inactive.
Screening Cc1nn(-c2ccccc2)c2nc(N)c(C(N)=O)cc12 returned MrgX1 ag inactive, MrgX1 PAM inactive, TRPC6 act inactive, MrgX1 antag inactive, TRPC4 act inactive, TRPC4 inh inactive, ANO1 activ inactive, RGS4 block inactive, TMEM16A inh inactive, TRPC4 PAM inactive and TRPC6 inh inactive.
`O=C(CNCC1CCCO1)N1CCCCCC1` (configuration not stated) gave MrgX1 ag inactive, MrgX1 PAM inactive, TRPC6 act inactive, MrgX1 antag inactive, TRPC4 act inactive, TRPC4 inh inactive, ANO1 activ inactive, RGS4 block inactive, TMEM16A inh inactive, TRPC4 PAM inactive and TRPC6 inh inactive.
CCCNC(=O)N1CCN(S(=O)(=O)c2ccc(C)c(C)c2)CC1 was read as MrgX1 ag inactive, MrgX1 PAM inactive, TRPC6 act inactive, MrgX1 antag inactive, TRPC4 act inactive, TRPC4 inh inactive, ANO1 activ inactive, RGS4 block inactive, TMEM16A inh inactive, TRPC4 PAM inactive and TRPC6 inh inactive.
For COc1ccc(CN(C)S(=O)(=O)c2nnc(NC(=O)c3ccccc3)s2)cc1OC the results were MrgX1 ag inactive, MrgX1 PAM inactive, TRPC6 act inactive, MrgX1 antag inactive, TRPC4 act inactive, TRPC4 inh inactive, ANO1 activ inactive, RGS4 block inactive, TMEM16A inh inactive, TRPC4 PAM inactive and TRPC6 inh inactive.
For Cc1ccc(NC(=O)c2cccc3c2C(=O)N(C2CCCCC2)C3)c(C)c1 the results were MrgX1 ag inactive, MrgX1 PAM inactive, TRPC6 act inactive, MrgX1 antag inactive, TRPC4 act inactive, TRPC4 inh inactive, ANO1 activ inactive, RGS4 block inactive, TMEM16A inh inactive, TRPC4 PAM inactive and TRPC6 inh inactive.
`O=C(Cc1cccs1)Nc1ccc([N+](=O)[O-])cc1` gave MrgX1 ag inactive, MrgX1 PAM inactive, TRPC6 act inactive, MrgX1 antag inactive, TRPC4 act inactive, TRPC4 inh inactive, ANO1 activ inactive, RGS4 block inactive, TMEM16A inh inactive, TRPC4 PAM inactive and TRPC6 inh inactive.
Screening CCCCCCC1CC(=O)NC(=S)N1 (configuration not stated) returned MrgX1 ag inactive, MrgX1 PAM inactive, TRPC6 act inactive, MrgX1 antag inactive, TRPC4 act inactive, TRPC4 inh inactive, ANO1 activ inactive, RGS4 block inactive, TMEM16A inh inactive, TRPC4 PAM inactive and TRPC6 inh inactive.
Screening COCCN(C(=O)Cc1cccs1)c1nnc(-c2ccncc2)s1 returned MrgX1 ag inactive, MrgX1 PAM inactive, TRPC6 act inactive, MrgX1 antag inactive, TRPC4 act inactive, TRPC4 inh inactive, ANO1 activ inactive, RGS4 block inactive, TMEM16A inh inactive, TRPC4 PAM inactive and TRPC6 inh inactive.
For Nc1nc2c(F)c(F)c(F)cc2s1 the results were MrgX1 ag inactive, MrgX1 PAM inactive, TRPC6 act inactive, MrgX1 antag inactive, TRPC4 act inactive, TRPC4 inh inactive, ANO1 activ inactive, RGS4 block inactive, TMEM16A inh inactive, TRPC4 PAM inactive and TRPC6 inh inactive.
COc1ccccc1CNS(=O)(=O)c1ccc2c(c1)CC(C)N2C(=O)C1CCC1 (configuration not stated) was read as MrgX1 ag inactive, MrgX1 PAM inactive, TRPC6 act inactive, MrgX1 antag inactive, TRPC4 act inactive, TRPC4 inh inactive, ANO1 activ inactive, RGS4 block inactive, TMEM16A inh 25*, TRPC4 PAM inactive and TRPC6 inh inactive.
`COC(=O)CCn1nc(-c2ccc(Cl)cc2)c2ccccc2c1=O` gave MrgX1 ag inactive, MrgX1 PAM inactive, TRPC6 act inactive, MrgX1 antag inactive, TRPC4 act inactive, TRPC4 inh inactive, ANO1 activ inactive, RGS4 block inactive, TMEM16A inh inactive, TRPC4 PAM inactive and TRPC6 inh inactive.
CC[C@H](C)C(=O)O[C@H]1CCC=C2C=C[C@H](C)[C@H](CC[C@@H]3C[C@@H](O)CC(=O)O3)[C@H]21 was read as MrgX1 ag inactive, MrgX1 PAM inactive, TRPC6 act inactive, MrgX1 antag inactive, TRPC4 act inactive, TRPC4 inh inactive, ANO1 activ inactive, RGS4 block inactive, TMEM16A inh inactive, TRPC4 PAM inactive and TRPC6 inh inactive.
For CC1(C)CC(=O)C(=CN2CCOCC2)C(=O)C1 the results were MrgX1 ag inactive, MrgX1 PAM inactive, TRPC6 act inactive, MrgX1 antag inactive, TRPC4 act inactive, TRPC4 inh inactive, ANO1 activ inactive, RGS4 block inactive, TMEM16A inh inactive, TRPC4 PAM inactive and TRPC6 inh inactive.
`NC(=O)c1cnn(-c2cc(Oc3ccccc3)ncn2)c1N` gave MrgX1 ag inactive, MrgX1 PAM inactive, TRPC6 act inactive, MrgX1 antag inactive, TRPC4 act inactive, TRPC4 inh inactive, ANO1 activ inactive, RGS4 block inactive, TMEM16A inh inactive, TRPC4 PAM inactive and TRPC6 inh inactive.
For CCN(CC)c1ccc2cc(C(N)=O)c(=N)oc2c1 the results were MrgX1 ag inactive, MrgX1 PAM inactive, TRPC6 act inactive, MrgX1 antag inactive, TRPC4 act inactive, TRPC4 inh inactive, ANO1 activ inactive, RGS4 block inactive, TMEM16A inh inactive, TRPC4 PAM inactive and TRPC6 inh inactive.
`C#CCOC(=O)Nc1cc(C)n(-c2ccccc2)n1` gave MrgX1 ag inactive, MrgX1 PAM inactive, TRPC6 act inactive, MrgX1 antag inactive, TRPC4 act inactive, TRPC4 inh inactive, ANO1 activ inactive, RGS4 block inactive, TMEM16A inh inactive, TRPC4 PAM inactive and TRPC6 inh inactive.
Screening COc1ccc(CN(CCC(c2ccco2)C(C)C)C(C)=O)cc1OC (configuration not stated) returned MrgX1 ag inactive, MrgX1 PAM inactive, TRPC6 act inactive, MrgX1 antag inactive, TRPC4 act inactive, TRPC4 inh inactive, ANO1 activ inactive, RGS4 block inactive, TMEM16A inh inactive, TRPC4 PAM inactive and TRPC6 inh inactive.
COc1ccc(-c2nc(SC)n(S(=O)(=O)c3ccccc3)n2)cc1 was read as MrgX1 ag inactive, MrgX1 PAM inactive, TRPC6 act inactive, MrgX1 antag inactive, TRPC4 act inactive, TRPC4 inh inactive, ANO1 activ inactive, RGS4 block inactive, TMEM16A inh inactive, TRPC4 PAM inactive and TRPC6 inh inactive.
For Cn1c(=O)n(C)c2cc(NS(=O)(=O)c3ccccc3[N+](=O)[O-])ccc21 the results were MrgX1 ag inactive, MrgX1 PAM inactive, TRPC6 act inactive, MrgX1 antag inactive, TRPC4 act inactive, TRPC4 inh inactive, ANO1 activ inactive, RGS4 block inactive, TMEM16A inh inactive, TRPC4 PAM inactive and TRPC6 inh inactive.
For O=C(Cc1ccccc1)N1CCN(C(=O)c2ccco2)CC1 the results were MrgX1 ag inactive, MrgX1 PAM inactive, TRPC6 act inactive, MrgX1 antag inactive, TRPC4 act inactive, TRPC4 inh inactive, ANO1 activ inactive, RGS4 block inactive, TMEM16A inh inactive, TRPC4 PAM inactive and TRPC6 inh inactive.
For O=C(CN1CCSC1=NCc1ccccc1)c1ccccc1 the results were MrgX1 ag inactive, MrgX1 PAM inactive, TRPC6 act inactive, MrgX1 antag inactive, TRPC4 act inactive, TRPC4 inh inactive, ANO1 activ inactive, RGS4 block inactive, TMEM16A inh inactive, TRPC4 PAM inactive and TRPC6 inh inactive.
COc1ccc(C(=O)C[n+]2ccc3ccccc3c2C)cc1 was read as MrgX1 ag inactive, MrgX1 PAM inactive, TRPC6 act inactive, MrgX1 antag inactive, TRPC4 act inactive, TRPC4 inh inactive, ANO1 activ inactive, RGS4 block inactive, TMEM16A inh inactive, TRPC4 PAM inactive and TRPC6 inh inactive.
COc1ccc(-c2nn(-c3ccccc3)cc2/C=C(/C#N)C(N)=O)cc1[N+](=O)[O-] was read as MrgX1 ag inactive, MrgX1 PAM inactive, TRPC6 act inactive, MrgX1 antag inactive, TRPC4 act inactive, TRPC4 inh inactive, ANO1 activ inactive, RGS4 block inactive, TMEM16A inh inactive, TRPC4 PAM inactive and TRPC6 inh inactive.
Screening COc1ccc(N2C(=O)NC3CC2(C)Oc2ccccc23)cc1 (configuration not stated) returned MrgX1 ag inactive, MrgX1 PAM inactive, TRPC6 act inactive, MrgX1 antag inactive, TRPC4 act inactive, TRPC4 inh inactive, ANO1 activ inactive, RGS4 block inactive, TMEM16A inh inactive, TRPC4 PAM inactive and TRPC6 inh inactive.
`CC(=O)CSc1nnc(-c2ccc(S(=O)(=O)N3CCOCC3)cc2)n1C` gave MrgX1 ag inactive, MrgX1 PAM inactive, TRPC6 act inactive, MrgX1 antag inactive, TRPC4 act inactive, TRPC4 inh inactive, ANO1 activ inactive, RGS4 block inactive, TMEM16A inh inactive, TRPC4 PAM inactive and TRPC6 inh inactive.
`O=C(CSc1nc2ccccc2s1)NNC(=S)Nc1ccc(Cl)cc1` gave MrgX1 ag inactive, MrgX1 PAM inactive, TRPC6 act inactive, MrgX1 antag inactive, TRPC4 act inactive, TRPC4 inh inactive, ANO1 activ inactive, RGS4 block inactive, TMEM16A inh inactive, TRPC4 PAM inactive and TRPC6 inh inactive.
CC(/C=N\NC(=O)c1cccnc1)c1ccccc1 (configuration not stated) was read as MrgX1 ag inactive, MrgX1 PAM inactive, TRPC6 act inactive, MrgX1 antag inactive, TRPC4 act inactive, TRPC4 inh inactive, ANO1 activ inactive, RGS4 block inactive, TMEM16A inh inactive, TRPC4 PAM inactive and TRPC6 inh inactive.
